Compound activity deposited in PubChem BioAssay by Broad Institute.
RAD52 anneal inh – inhibitors of human RAD52 DNA annealing; recombinant RAD52 DNA annealing, FRET fluorescence; P43351; inhibition, % at 18.7 µM; 0.46% of 360,000 active;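 active = every replicate showing at least 50% inhibition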
ERp5 inh – blocks human ERp5 reductase activity on insulin; Q15084; ERp5 insulin aggregation, absorbance 650 nm, 90 min; inhibition, % at 9.99 µM; 0.05% of 350,000 active;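 active = mean replicate inhibition above about 25%, with every replicate also reaching it, limit read from the data, passing the limit was not always enough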
Target sequence (Q15084 whole entry, looked up): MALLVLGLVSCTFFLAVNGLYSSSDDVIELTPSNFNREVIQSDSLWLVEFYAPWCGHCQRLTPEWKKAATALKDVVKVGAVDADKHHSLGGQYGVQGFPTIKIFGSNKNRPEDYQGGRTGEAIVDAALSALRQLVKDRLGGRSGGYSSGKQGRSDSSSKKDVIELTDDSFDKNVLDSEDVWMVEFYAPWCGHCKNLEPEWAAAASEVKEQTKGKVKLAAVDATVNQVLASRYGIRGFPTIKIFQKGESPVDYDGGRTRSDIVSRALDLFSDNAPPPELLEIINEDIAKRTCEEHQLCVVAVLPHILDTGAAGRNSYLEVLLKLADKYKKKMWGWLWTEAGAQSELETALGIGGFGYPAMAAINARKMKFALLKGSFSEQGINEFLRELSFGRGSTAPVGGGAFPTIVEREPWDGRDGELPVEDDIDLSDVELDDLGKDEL
Xi reactivation – activators of X-chromosome reactivation in mouse fibroblasts. XiGFP mouse fibroblasts, % GFP-positive cells imaging, 3 d; cells co-treated with 5-aza-dC sensitizer; scaled so ellipticine positive control = 100%. activation, % at 7.58 µM. 0.055% of 360,000 active;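 active = mean normalized replicate activation at least 10% and every replicate at or above 10%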;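 note: 0% = median of on-plate neutral control wells and 100% = ellipticine 6 µM median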
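System: 68-5-11 XiGFP fibroblast line | Buffer or medium: DMEM containing 5-aza-dC | Compound: Single point | Times: Compounds 3 days, fix/stain 15 min at room temperature | Benchmarks: Positive control ellipticine, 6 µM final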
esBAF inh – inhibitors of esBAF chromatin remodeling in mouse ES cells; reporter increase, % at 12.5 µM; 2% of 350,000 active; AID 602393; Bmi1-luciferase knock-in reporter, 24 h; 100% = twice the neutral-well signal; in the data active = activation above about 40%;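 note: 0% = median of the plate's neutral control wells and 100% = double that signal; a rise in the Bmi1 reporter signal indicates esBAF inhibition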
ERAP1 inh – blocks human ERAP1 aminopeptidase activity; Q9NZ08; recombinant ERAP1, Leu-AMC fluorescence, 60 min; inhibition, % at 10.7 µM; 0.15% of 340,000 active; AID 652197;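 active = mean replicate inhibition of at least 30%, or all replicates individually reaching that 30% level; inactive = mean below 30% and not every replicate reaching it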;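 note: 0% = neutral control wells and 100% = L-leucinethiol positive control wells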
S100A4 inh HTS – S100A4-myosin IIA interaction inhibition. 0.14% of 360,000 active. S100A4/TAMRA-MyoIIA peptide fluorescence polarization. P26447. inhibition, % at 10.7 µM;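 active = mean inhibition of at least 70% across replicates, with every replicate also reaching that level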
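Test system: S100A4 monomer protein. Medium: HEPES buffer with Ca2+, pH 7.2. Reagent: fluorescent myosin IIA peptide, 5 nM. Compound dosing: single-point compound testing. Timing: 5 min between mix addition and reading. Benchmarks: DMSO neutral and TFP positive wells.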
E-selectin induc – induces E-selectin expression in human endothelial cells | HUVEC E-selectin immunofluorescence imaging; normalized: neutral wells 0, TNF-alpha wells 100 | P16581 | 0.37% of 260,000 active | activation, % at 7.58 µM;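 active = mean E-selectin-positive cell signal at least 10% of the positive control, reached in at least 60% of replicates, without over 20% cell loss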;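 note: in these data hits start at about 27%; measured in HUVEC primary endothelial cells; signal is the percent of cells scored E-selectin positive by PE staining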
Target sequence (P16581 whole entry, looked up): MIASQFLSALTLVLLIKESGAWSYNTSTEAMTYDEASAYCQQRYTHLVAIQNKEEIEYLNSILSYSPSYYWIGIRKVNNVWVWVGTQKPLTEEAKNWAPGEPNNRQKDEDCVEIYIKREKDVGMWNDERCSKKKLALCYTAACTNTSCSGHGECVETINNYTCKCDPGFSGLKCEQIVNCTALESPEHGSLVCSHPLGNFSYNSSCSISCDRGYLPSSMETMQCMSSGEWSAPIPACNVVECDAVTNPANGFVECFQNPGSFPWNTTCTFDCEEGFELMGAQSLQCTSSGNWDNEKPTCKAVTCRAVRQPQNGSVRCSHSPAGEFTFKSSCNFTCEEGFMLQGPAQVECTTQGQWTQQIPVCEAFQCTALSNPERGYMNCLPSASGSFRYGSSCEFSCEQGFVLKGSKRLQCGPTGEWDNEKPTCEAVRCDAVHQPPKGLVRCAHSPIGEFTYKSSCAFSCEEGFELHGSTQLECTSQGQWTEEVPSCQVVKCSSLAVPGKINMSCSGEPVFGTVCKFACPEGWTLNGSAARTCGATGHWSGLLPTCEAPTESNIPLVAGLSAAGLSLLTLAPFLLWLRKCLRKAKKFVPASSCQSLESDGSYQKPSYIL
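Read-out: % PE-positive cells | Test system: HUVEC | Doses: One compound dose added by pin transfer | Buffer or medium: EGM-2 over gelatin coat | Signal: Immunofluorescence imaging | Benchmarks: TNF-alpha, DMSO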
RAD54 inh – blocks human RAD54 Holliday junction branch migration. 0.14% of 360,000 active. FAM/BHQ fluorescence. AID 602329. inhibition, % at 10.4 µM;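 active = mean normalized replicate activity at least 40 and at least half of replicates scoring 40 or more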;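 note: 0% = median of neutral control wells and 100% = median of positive control wells; inhibitors cause a drop in the FAM fluorescence signal; in these data hits start at about 50%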
* = called active by the depositor; / = not tested or not shown. Not a hit list; any-hit rate near 2.5%.

Below each compound – RAD52 anneal inh	ERp5 inh	Xi reactivation	esBAF inh	ERAP1 inh	S100A4 inh HTS	E-selectin induc	RAD54 inh
> CO[C@H]1CN(C)C(=O)c2cc(NS(C)(=O)=O)ccc2OC[C@@H](C)N(C(=O)c2ccc3c(c2)OCO3)C[C@H]1C
→ -1	4	0.3	-4	1	0	-0.1	-2
> COc1ccc(N(C)C(=O)C2CCN(S(=O)(=O)c3cccc4nonc34)CC2)c(OC)c1
→ -16	3	0.3	2	2	0	0.1	-4
> COCCNC(=O)c1cc(S(=O)(=O)N2CCCCC2)ccc1N1CCOCC1
→ -8	1	0.0	/	0	-6	0.0	-13
> Nc1ccc(C(=O)NC2CCSc3ccccc32)cc1[N+](=O)[O-] (configuration not stated)
→ -9	5	0.0	13	3	0	/	-5
> CCCCNC(=S)N(CCN(CC)CC)Cc1cc2cc3c(cc2[nH]c1=O)OCO3
→ -10	0	0.2	-4	-2	1	/	13
> COCC(=O)N1CCC(Oc2ccc(C(=O)N3C[C@H]4CC[C@H]3C4)cc2)CC1
→ -4	2	0.1	/	2	-2	/	9
> NC(N)=Nc1cc2ccccc2c2ccccc12
→ 56*	7	0.0	/	1	2	0.1	/
> CC(C)Oc1ncnc2c1[nH]c1ccccc12
→ -10	4	-0.1	/	-2	-7	/	-3
> COc1ccc(Sc2nc(-c3ccccn3)ncc2OC)cc1
→ -19	-12	0.0	/	0	5	/	/
> CCn1c(=NC(=O)CS(=O)(=O)c2ccc(F)cc2)sc2cccc(OC)c21
→ -41	-4	-0.1	-10	-3	-20	/	-6
> CN(Cc1nccn1C)C(=O)c1ccc2nc(Cc3ccccc3F)oc2c1
→ -5	2	0.5	65*	1	-1	/	-11
> Cc1ccc(-c2nc(CS(=O)CC(=O)N3CCN(c4ccc(F)cc4)CC3)c(C)o2)cc1 (configuration not stated)
→ -3	7	0.0	-1	-2	-2	/	6
> O=C(CCC(=O)c1ccccc1)Nc1ccccc1
→ /	-6	-0.2	/	5	-4	-0.2	-10
> COC(=O)c1c2oc(c1C(=O)OC)C(=O)N(C)Cc1cn(nn1)C[C@@H](C)NC(=O)N[C@H](CO)CC2
→ -2	-4	/	/	1	-16	/	-8
> O=C(O)c1ccccc1N(Cc1ccccc1)C(=O)CO/N=C/c1ccccc1
→ -19	-4	0.3	/	4	-4	/	/
> CCOC1CCCCC1NS(=O)(=O)c1ccc(Cl)cc1 (configuration not stated)
→ -1	0	/	3	-1	-5	/	-2
> O=C(NCC1CC1)c1ccc2sc([C@@H]3O[C@H](CO)[C@H](O)[C@H](O)[C@H]3O)nc2c1
→ -13	2	0.1	4	-3	-4	-0.1	2
> Cc1cc(C(=O)NCC(c2cccs2)N2CCOCC2)ccc1[N+](=O)[O-] (configuration not stated)
→ 8	-2	0.0	-4	1	5	1.1	-7
> Cn1c(SCC(=O)Nc2cccc(S(=O)(=O)NC3=NCCCCC3)c2)nnc1-c1ccccc1
→ -22	1	0.0	/	-2	1	/	/
> N#C[C@@H]1[C@@H](c2ccc(C3=CCCCC3)cc2)[C@@H](CO)N1C(=O)c1cccc(F)c1
→ -5	-2	0.4	-5	-3	14	0.3	7
> N#C/C(=N\Nc1ccc(Br)cc1)C(=N)N1CCOCC1
→ -5	2	0.2	56*	11	-3	/	10
> CO[C@H]1CN(C)C(=O)c2cc(NS(=O)(=O)CC(F)(F)F)ccc2OC[C@@H](C)N(C)C[C@H]1C
→ 8	-1	-0.2	4	-1	1	-0.2	-7
> COc1ccc(C(=O)N2CCC(C)(C(=O)O)C2)c(OC)c1 (configuration not stated)
→ -15	-2	0.0	-3	-3	-2	-0.1	-10
> Cc1cccc(NC(=O)Cn2c(=O)oc3cc(S(=O)(=O)N4CCCC4)ccc32)n1
→ -9	3	-0.1	-12	-1	1	0.1	1
> C[C@H](CO)N1C[C@H](C)[C@@H](CN(C)C(=O)NC2CCCCC2)OCCCC[C@H](C)Oc2ccc(NC(=O)Nc3ccccc3)cc2C1=O
→ 8	7	0.4	15	0	1	-0.1	-4
> O=C(CNC(=O)c1ccc(Br)cc1)NCC(=O)OCc1ccc(Cl)cc1
→ -10	0	0.5	9	3	4	/	-1
> COc1ccccc1-c1cn(CC[C@H]2CC[C@H](NC(=O)c3cnccn3)[C@@H](CO)O2)nn1
→ -9	4	-0.4	-1	-2	-9	-0.1	4
> O=C(Nc1nnc(C2=COCCO2)o1)c1ccc([N+](=O)[O-])cc1
→ -14	7	0.2	/	2	-5	2.1	4
> CN(C)S(=O)(=O)c1ccc(C(=O)NCC(=O)N/N=C/c2ccccc2)cc1
→ -16	2	0.1	-8	-3	-2	/	0
> CCCn1c(SC(C)C(=O)NC2CC2)nnc1-c1ccncc1 (configuration not stated)
→ -9	2	0.0	4	1	-8	5.5	3
> Cc1ccc(S(=O)(=O)CCC(=O)N(C)C2CCCCC2)cc1
→ -13	-8	0.1	/	-2	-3	-0.2	1
> Cc1ccc(Cn2c(C)nc3ccc([N+](=O)[O-])cc3c2=O)cc1
→ -10	-2	0.1	5	-5	0	/	-3
> CCC(=O)Nc1ccc2c(c1)C(=O)N(C)C[C@H](OC)[C@@H](C)CN(C(C)=O)[C@H](C)CO2
→ -23	0	0.0	-4	1	-11	-0.3	-3
> CC=Cc1ccc2n(c1=O)C[C@H]1[C@H](CO)[C@@H](C(=O)NCC(F)(F)F)[C@@H]2N1C(=O)C1CC1 (mixture of isomers)
→ 14	-4	-0.1	-6	-1	-5	0.1	-6
> CCCNC(=O)N1CC2(CN(Cc3cccc(OC)c3)C2)c2c([nH]c3cc(OC)ccc23)[C@@H]1CO
→ 3	1	0.4	/	8	9	-0.6	/
> Cn1cccc1C(=O)OCC(=O)Nc1sccc1C#N
→ -32	7	0.0	/	-1	1	0.5	/
> O=C(O)c1ccc(N/N=C/C2=Cc3ccccc3OC2)cc1
→ -26	-2	-0.1	81*	-15	1	/	-9
> C[C@H]1[C@H](c2ccccc2)Oc2cccc(NCCc3ccccc3)c2S(=O)(=O)N1Cc1ccc(F)cc1
→ -13	0	-0.1	/	-6	-2	0.0	/
> Cn1c(SCC#N)nc2ccccc2c1=O
→ -11	-4	0.0	/	-3	-5	0.5	/
> C[C@H]1CCCCO[C@H](CN(C)Cc2ccccc2)[C@@H](C)CN([C@@H](C)CO)C(=O)c2cc(NC(=O)c3ccncc3)ccc2O1
→ -1	4	0.1	-8	-3	11	0.7	5
> CCOC(=O)[C@H]1[C@H]2COc3ccc(Cl)cc3[C@@H]2N2C(=O)c3ccc(F)cc3NC(=O)[C@@]12C
→ -13	-1	0.1	-1	-5	6	0.4	-9
> CC1CCCC(NC(=O)NC(=O)COC(=O)c2ccc(O)cc2O)C1C (configuration not stated)
→ -9	1	0.1	12	-1	-2	0.6	6
> CCC(C)[C@@H](C(=O)Nc1ccc2c(c1)OCO2)N1Cc2ccccc2C1=O (some centres not stated)
→ -3	2	0.0	7	/	0	/	3
> COC(=O)C(NC(C)=O)(Nc1sc2c(c1C(N)=O)CCCC2)C(F)(F)F (configuration not stated)
→ -26	2	/	8	0	-2	/	1
> O=C(CN1CCN(Cc2ccccc2)CC1)Nc1ccc(Br)cc1
→ -9	0	0.0	2	-13	-1	-0.1	-4
> COc1cc(-c2noc(C)c2C(=O)NCCCN2CCCC2=O)cc(OC)c1OC
→ -8	-1	-0.1	3	3	-3	0.0	-12
> COCCn1c(=S)[nH]c2cc(C(=O)NC3CCCCCC3)ccc2c1=O
→ -13	-8	0.5	-1	-1	-9	0.0	-11
> Cn1cc(Br)c(C(=O)N2CCCCCC2)n1
→ -8	1	0.0	/	-5	-2	-0.4	7
> CCC(=O)N1[C@H](CO)[C@H]2c3ccccc3N(C(=O)c3ccc4c(c3)OCO4)C[C@H]21
→ 2	1	0.4	1	1	-3	0.4	-9
> C[C@H]1CN([C@@H](C)CO)C(=O)c2cc(C#CCc3ccccc3)cnc2O[C@H]1CN(C)Cc1cccnc1
→ 7	-1	0.0	0	-2	-15	-0.1	-11
> COc1cccc(CNS(=O)(=O)c2ccc3c(c2)N(C(C)=O)CCO3)c1
→ 3	1	0.0	0	3	-2	/	/
> Cc1ccc(S(=O)(=O)N2C[C@H]3N(C(=O)OC(C)C)N(C(=O)OC(C)C)C[C@H](OC(=O)NCc4ccccc4F)[C@@]3(O)C2)cc1
→ -2	-4	-0.2	8	2	-6	0.4	-3
> Cc1cccc(N2CCN(C(=O)CCc3nc4ccccc4[nH]3)CC2C)c1 (configuration not stated)
→ -13	2	0.7	-4	18	-3	-0.1	2
> C[C@@H]1CCCCO[C@@H](CN(C)Cc2ccncc2)[C@@H](C)CN([C@H](C)CO)C(=O)c2cc(NC(=O)Nc3ccc(F)cc3)ccc2O1
→ /	/	-0.1	7	/	/	-0.1	-4
> CCOc1cc(/C=C2\NC(=S)N(C)C2=O)ccc1OCc1ccc(C(=O)O)cc1
→ -25	1	0.0	-8	-12	-2	20	3
> O=C(CCS(=O)(=O)c1ccc(Cl)cc1)Nc1nnc(-c2ccco2)o1
→ -13	2	0.0	2	0	5	0.3	5
> CS(=O)(=O)N(CC(=O)N1CCOCC1)c1ccccc1
→ -3	-4	0.2	-2	0	-1	1.7	-4
> Cc1noc(C)c1NC(=O)Nc1ccc2c(c1)CC(=O)N([C@H](C)CO)C[C@H](C)[C@H](CN(C)CC1CCCCC1)O2
→ 4	5	0.0	2	1	-6	-0.2	11
> COc1ccc(N2CCOCC2)c(NC(=O)c2cccc3ccccc23)c1
→ -18	2	0.2	-3	2	-35	0.9	2
> COCCNc1nc(Oc2ccc(CC(=O)OC)cc2)c2sc(-c3ccccc3)cc2n1
→ -7	4	-0.2	/	0	32	-0.8	-3

Filtered by structure: the compounds so far containing an aryl methoxy group
Below each compound – RAD52 anneal inh	ERp5 inh	Xi reactivation	esBAF inh	ERAP1 inh	S100A4 inh HTS	E-selectin induc	RAD54 inh
> COc1ccc(N(C)C(=O)C2CCN(S(=O)(=O)c3cccc4nonc34)CC2)c(OC)c1
→ -16	3	0.3	2	2	0	0.1	-4
> COc1ccc(Sc2nc(-c3ccccn3)ncc2OC)cc1
→ -19	-12	0.0	/	0	5	/	/
> CCn1c(=NC(=O)CS(=O)(=O)c2ccc(F)cc2)sc2cccc(OC)c21
→ -41	-4	-0.1	-10	-3	-20	/	-6
> COc1ccc(C(=O)N2CCC(C)(C(=O)O)C2)c(OC)c1 (configuration not stated)
→ -15	-2	0.0	-3	-3	-2	-0.1	-10
> COc1ccccc1-c1cn(CC[C@H]2CC[C@H](NC(=O)c3cnccn3)[C@@H](CO)O2)nn1
→ -9	4	-0.4	-1	-2	-9	-0.1	4
> CCCNC(=O)N1CC2(CN(Cc3cccc(OC)c3)C2)c2c([nH]c3cc(OC)ccc23)[C@@H]1CO
→ 3	1	0.4	/	8	9	-0.6	/
> COc1cc(-c2noc(C)c2C(=O)NCCCN2CCCC2=O)cc(OC)c1OC
→ -8	-1	-0.1	3	3	-3	0.0	-12
> COc1cccc(CNS(=O)(=O)c2ccc3c(c2)N(C(C)=O)CCO3)c1
→ 3	1	0.0	0	3	-2	/	/
> COc1ccc(N2CCOCC2)c(NC(=O)c2cccc3ccccc23)c1
→ -18	2	0.2	-3	2	-35	0.9	2
